MITF inh = blocks human microphthalmia-associated transcription factor. inhibition, % at 2.6 µM. O75030. AlphaScreen MITF homodimerization, bead proximity signal. hit rate 0.91% among 650,000; in the data active = inhibition above about 50%;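 note: 0% = vehicle wells with protein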
FBW7 activator = activators of human E3 ligase FBW7. normalized activity (activation), % at 26.1 µM. AlphaScreen FBW7–phospho-cyclin E peptide binding, activator screen. hit rate 0.13% among 650,000. Q969H0; in the data active = normalized activity above about 1.9%;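 note: purified mutant Fbw7 with reduced substrate affinity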
Target sequence (Q969H0 whole entry, looked up): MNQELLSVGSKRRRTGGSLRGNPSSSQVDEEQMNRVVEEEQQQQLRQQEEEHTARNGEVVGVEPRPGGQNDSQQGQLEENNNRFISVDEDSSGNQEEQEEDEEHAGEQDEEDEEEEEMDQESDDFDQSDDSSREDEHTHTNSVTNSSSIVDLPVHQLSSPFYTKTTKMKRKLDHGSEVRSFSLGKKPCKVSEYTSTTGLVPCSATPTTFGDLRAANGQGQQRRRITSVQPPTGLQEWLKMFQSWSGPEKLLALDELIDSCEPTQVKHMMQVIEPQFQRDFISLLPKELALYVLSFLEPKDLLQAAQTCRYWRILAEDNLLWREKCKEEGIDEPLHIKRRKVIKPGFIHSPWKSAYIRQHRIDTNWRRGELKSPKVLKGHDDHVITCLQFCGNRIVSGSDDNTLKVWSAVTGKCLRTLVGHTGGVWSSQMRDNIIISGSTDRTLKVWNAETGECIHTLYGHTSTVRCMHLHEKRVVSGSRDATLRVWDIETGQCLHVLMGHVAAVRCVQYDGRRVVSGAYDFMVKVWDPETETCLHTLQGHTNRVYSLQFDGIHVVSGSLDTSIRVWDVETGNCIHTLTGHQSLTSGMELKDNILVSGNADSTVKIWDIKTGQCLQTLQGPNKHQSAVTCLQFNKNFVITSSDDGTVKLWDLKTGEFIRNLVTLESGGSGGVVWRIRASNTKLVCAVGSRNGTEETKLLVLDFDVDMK
TEAD-YAP block = TEAD-YAP interaction inhibition; HEK-TIYL cells, TEAD-Gal4/YAP UAS-luciferase luminescence; inhibition, % at 9.12 µM; hit rate 1.4% among 640,000; AID 1259422; in the data active = inhibition above about 32%;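 note: 0% = median of test compound wells and 100% = reference inhibitor wells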
GPR151 activ = activators of human GPR151; Q8TDV0; PathHunter beta-arrestin GPR151 cells, luminescence; activation, % at 11.2 µM; hit rate 1% among 650,000; AID 1508602; in the data active = activation above about 4.9%;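 note: 0% = median of compound wells and 100% = cells with positive control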
Starred values were filed as active, the others as inactive; & = joins results of further samples.

SMILES	MITF inh	FBW7 activator	TEAD-YAP block	GPR151 activ
O=[N+]([O-])c1ccc(N2CCN(S(=O)(=O)Cc3ccccc3)CC2)cc1N1CCOCC1	3.2	0.0	-0.1	-1.7
O=C(CSc1nnnn1Cc1ccccc1)c1ccccc1F	3.7	-0.2	-6.0	0.5
COC(=O)c1c(NC(=O)CSc2nnnn2-c2ccccc2F)sc(C)c1C	1.0	-0.1	16.8	1.2
COc1cc(/C=C/C(=O)NCCSc2ncc(-c3ccccc3)[nH]2)cc(OC)c1OC	-2.1	0.2	-9.6	-0.8
CCOc1ccc(N(CC)C(=O)Cn2nc(Cc3ccncc3)c3ccccc3c2=O)cc1	-5.7	0.5	-0.6	-1.0
CC1CN(C(=O)N2CCC(C(=O)O)CC2)c2cc(Cl)ccc2O1 (stereo not given)	5.5	0.1	6.1	-0.9
COCCNC(=S)N1CCC(C(=O)c2ccc(C)cc2)CC1	-5.8	0.0	-0.9	1.1
NC(=O)c1sc2nc3c(c(-c4cccnc4)c2c1N)CCC3	3.6	0.2	4.4	-0.6
Cc1ccc(NC(=O)c2cccc([N+](=O)[O-])c2C)cc1Cl	-0.4	0.2	-28.2	0.4
O=C(Nc1nc(-c2ccc([N+](=O)[O-])cc2)cs1)c1cc2ccccc2oc1=O	3.8	0.3	-4.6	0.7
CCC(c1nnnn1Cc1ccc(OC)cc1)N1CCN(c2ccc(OC)cc2)CC1 (stereo not given)	6.9	0.1	-6.5	1.2
COc1cc(NC(=O)COc2ccc(Cl)cc2Cl)ccc1NC(=O)c1ccco1	-10.5	-0.1	-74.7	0.2
CCc1ccc(Nc2nnc(C)c(=O)[nH]2)cc1	-27.2	0.0	4.5	1.2
CCSc1nc(-c2ccc(OC)cc2)nc2c1Cc1c(CO)cnc(C)c1O2	-5.7	-0.2	0.8	-0.5
Cc1noc(C)c1CCC(=O)N[C@H](Cn1nc(-c2cccs2)ccc1=O)C(C)C	-0.9	0.0	-5.1	0.2

Full records, quoted from the list. Screens in order: MITF inh	FBW7 activator	TEAD-YAP block	GPR151 activ
CCC(c1nnnn1Cc1ccc(OC)cc1)N1CCN(c2ccc(OC)cc2)CC1 (stereo not given) is listed as 6.9	0.1	-6.5	1.2
CCSc1nc(-c2ccc(OC)cc2)nc2c1Cc1c(CO)cnc(C)c1O2 is listed as -5.7	-0.2	0.8	-0.5
NC(=O)c1sc2nc3c(c(-c4cccnc4)c2c1N)CCC3 is listed as 3.6	0.2	4.4	-0.6
O=C(CSc1nnnn1Cc1ccccc1)c1ccccc1F is listed as 3.7	-0.2	-6.0	0.5
COCCNC(=S)N1CCC(C(=O)c2ccc(C)cc2)CC1 is listed as -5.8	0.0	-0.9	1.1

(more compounds)
SMILES	MITF inh	FBW7 activator	TEAD-YAP block	GPR151 activ
CCCCSc1nnc2c(n1)OC(C)(C)Nc1ccccc1-2	8.6	-0.1	4.5	5.1*
CSc1nc2sc3c(c2c(=O)n1Cc1ccccc1)CCN(C)C3	15.7	0.3	-14.0	0.5
Cc1ccc(C(=O)C2CCN(CC(=O)Nc3ccc(N(C)C)cc3)CC2)cc1	-1.4	-0.1	1.4	1.0
CCOC(=O)c1cnc2ccc(C(=O)OC)cc2c1Nc1ccccc1CC	-4.6	0.5	-8.3	-0.2
Cc1ccccc1NC(=O)CSc1nc(N)c(C#N)c(-c2cccs2)c1C#N	21.3	0.1	1.4	-0.4
CCOCCCNC(=O)CN1C(=O)/C(=C\c2ccc(C)cc2)Sc2ccccc21	2.3	0.0	-4.8	-1.3
COC(=O)c1ccccc1NC(=S)N1CCC(C(=O)c2ccc3c(c2)OCCO3)CC1	4.9	-0.4	1.6	0.8
COc1ccc2oc(=O)cc(CN(CCCOC(C)C)Cc3ccco3)c2c1	-0.3	0.0	-5.0	-1.7
Cc1ccc(-n2c(N)c(C(=O)NCC3CCCO3)sc2=S)cc1 (stereo not given)	-13.2	-0.2	-6.2	-1.2
CC(=O)c1ccc(N2CCN(S(=O)(=O)c3cnc[nH]3)CC2)cc1	7.5	0.6	6.3	-0.4
COCCn1nnnc1C(c1cc2cc3c(cc2[nH]c1=O)OCO3)N1CCOCC1 (stereo not given)	-14.1	-0.2	-1.2	-0.6
Cc1cccc(NC(=O)c2c(-c3ccccc3Cl)noc2C)c1	-16.3	0.0	0.3	-1.3
CCN(CC)C(=O)c1sc(NC(=O)c2ccco2)c(C(N)=O)c1C	21.0	-0.1	5.3	-1.7
O=C(NCCc1nc(-c2ccccc2)cs1)c1ccc(C(=O)NCCc2nc(-c3ccccc3)cs2)cc1	5.6	0.0	6.7	-1.1
CC(C)OCCCn1c(=S)[nH]c2nccnc2c1=O	-2.3	-0.2	4.6	0.6

Additional compounds:
SMILES	MITF inh	FBW7 activator	TEAD-YAP block	GPR151 activ
Fc1ccc(Cn2nnnc2C(c2cccc(F)c2)N2CCOCC2)cc1 (stereo not given)	-0.9	1.1	-25.0	3.0
NS(=O)(=O)c1ccc(CCNC(=O)Cc2cc(=O)[nH]c(=O)[nH]2)cc1	-2.7	-0.1	-11.4	-1.7
Cc1c(C(=O)Nc2ccc(C(F)(F)F)cc2)sc2ncn(CC(=O)N3CCCCC3C)c(=O)c12 (stereo not given)	14.4	1.5	-4.1	0.7
O/N=C/c1cn(-c2ccccc2)nc1-c1ccc(F)cc1	19.0	0.5	-4.7	6.0*
Cn1c(=O)c2c(nc(NCc3ccc4c(c3)OCO4)n2Cc2ccccc2)n(C)c1=O	8.5	-0.1	4.0	1.9
CC(C)C1CC(C(=O)NCCN2Cc3ccccc3OC(c3ccsc3)C2)CCO1 (stereo not given)	-17.8	-0.1	16.5	0.7
CC(C)(C)C(=O)Nc1nc(CC(=O)N2CCN(c3ccccc3)CC2)cs1	11.1	0.1	6.5	-0.3
CCCNc1nc(N2CCCC2CO)nc2c1ncn2-c1ccsc1 (stereo not given)	8.4	0.1	36.7*	-0.3
Cc1onc(-c2c(Cl)cccc2Cl)c1C(=O)Nc1cccc(F)c1	7.4	-0.1	3.6	-0.7
O=C(CSC1=Nc2cccnc2Nc2ccccc21)N1CCN(c2ccccc2)CC1	10.9	-0.9	-14.4	1.4
C=CCn1c(SCC(=O)Nc2cccc(C(C)=O)c2)nnc1-c1ccccc1O	8.4	-0.1	9.0	0.4
COc1ccc(CNC(=O)NCCn2ccnc2C)cc1	-13.7	-0.1	-2.8	0.2
COc1ccc(CCNc2nc(NCc3cccnc3)nc3c2ncn3-c2ccccc2)cc1	2.1	-0.1	-1.9	-0.3
CN(C)CCCNC(=O)c1cc2c(n(-c3ccc(Cl)cc3)c1=O)CCCC2=O	2.7	0.2	7.3	0.9
Cc1sc(NC(=O)Cc2cccs2)nc1-c1ccc2c(c1)CC(C)N2S(C)(=O)=O (stereo not given)	7.4	-0.2	52.3*	1.5

An excerpt of these results, with values under each structure.
Second line of a record: MITF inh	FBW7 activator	TEAD-YAP block	GPR151 activ
O=C(CSc1nnnn1Cc1ccccc1)c1ccccc1F
    3.7	-0.2	-6.0	0.5
COC(=O)c1c(NC(=O)CSc2nnnn2-c2ccccc2F)sc(C)c1C
    1.0	-0.1	16.8	1.2

Reformatted as labelled records: entries from further up
Cc1c(C(=O)Nc2ccc(C(F)(F)F)cc2)sc2ncn(CC(=O)N3CCCCC3C)c(=O)c12 (stereo not given)
  MITF inh: 14.4 | FBW7 activator: 1.5 | TEAD-YAP block: -4.1 | GPR151 activ: 0.7
O/N=C/c1cn(-c2ccccc2)nc1-c1ccc(F)cc1
  MITF inh: 19.0 | FBW7 activator: 0.5 | TEAD-YAP block: -4.7 | GPR151 activ: 6.0*

(list continues)
SMILES	MITF inh	FBW7 activator	TEAD-YAP block	GPR151 activ
Cc1cc2c(cc1/C=C(\C#N)C(=O)NCCc1ccccc1)OCO2	4.3	0.1	-3.3	0.0
CSCCC(NS(=O)(=O)c1ccc(Cl)cc1)C(=O)OCC(=O)C(C)(C)C (stereo not given)	8.1	0.1	-8.5	3.3
O=C(Nc1ncc(S(=O)(=O)c2ccc([N+](=O)[O-])cc2)s1)c1cccnc1	5.4	0.0	-27.3	0.6
CC(C)Oc1ccc(/C=C2/SC(N3CCN(c4cccc5ccccc45)CC3)=NC2=O)cc1	11.1	0.2	2.8	-0.4
O=C(NNc1ccccn1)C(=O)NNS(=O)(=O)c1ccccc1	49.7	-0.2	3.7	-0.8
COCc1ccc(-c2nccnc2NS(=O)(=O)Cc2cccc(Cl)c2)cc1	-8.4	-0.7	13.5	0.6
Cc1ccsc1/C=N/NC(=O)c1nnn(-c2nonc2N)c1-c1ccccc1	-0.6	0.5	7.0	-0.3
CCN(CC1CCCO1)C(=O)c1ccc(OC2CCN(C(=O)COC)CC2)cc1 (stereo not given)	10.2	0.0	-4.2	-1.2
COc1ccc2sc(N(CCCN3CCOCC3)C(=O)c3cccs3)nc2c1	2.2	0.2	-50.2	-1.4
O=C(NC1CC1)C(=O)c1c[nH]c2ccccc12	1.3	-0.3	-20.8	0.0
CCC(C)N(C(=O)CSc1nnc2cc(C)c3ccccc3n12)C1CCS(=O)(=O)C1 (stereo not given)	10.9	-0.1	-4.0	-1.9
C/C=C/C(=O)Nc1nnc(-c2ccccc2F)s1	-3.3	-0.1	-4.9	1.4
O=C(Cn1nc(-c2ccccc2F)ccc1=O)Nc1ccccc1NC(=O)c1ccccn1	9.5	0.0	3.0	-1.1
O=C(CN1C(=O)CNC1=O)Nc1ccc(Br)cc1F	-2.9	-0.1	9.0	1.0
C#CCN1CCN(CCNC(=O)c2cccc(-n3ncc4cc(Nc5cccc(C)c5Cl)ccc43)c2)CC1	12.5	-0.1	9.2	-0.1

Next section:
SMILES	MITF inh	FBW7 activator	TEAD-YAP block	GPR151 activ
Cc1cc(-c2cnc(N3CCCC3)nc2C2CCCN(C(=O)c3ccccn3)C2)on1 (stereo not given)	5.2	0.0	-7.9	0.6
COc1cc(OC)c(C(=O)OC2CCCC2=O)cc1OC (stereo not given)	76.4*	-0.2	5.3	5.2*
CN1CCCC(C(=O)NCc2nnc3n2CCN(Cc2ccccc2)CC3)C1 (stereo not given)	-6.4	-0.1	6.8	0.4
Cc1cccc(NC(=O)c2cc(Cl)ccc2O)c1	11.6	0.0	30.0	-5.4
CCCN(CCC)CCNc1c(-c2ccccc2)c(=O)c1=O	-14.8	0.6	-10.5	-0.2
CC1=C(C(=O)O)N2C(=O)[C@@H](NC(=O)C(N)c3ccccc3)[C@H]2SC1 (stereo not given in full)	15.8&-2.3	0.2&0.1	11.5&13.1	-2.0&1.3
CC12CCOCC1C2C(=O)Nc1ccc(N=Nc2ccccc2)cc1 (stereo not given)	-6.6	-0.1	-25.8	0.9
O=C(CSc1cccc2cccnc12)N/N=C/c1c(O)ccc2ccccc12	12.1	-0.3	34.3*	0.1
CC(C)(C)OC(=O)N1C(C(=O)O)CSC1c1cc2c(cc1[N+](=O)[O-])OCO2 (stereo not given)	59.8*	-0.3	-7.5	0.1
Oc1ccc(CCNc2nc(Nc3ccc(-n4ccnc4)cc3)nc3c2ncn3C2CCCCC2)cc1	-0.9	-0.2	3.7	0.4
CC(C)OC(=O)c1c(NC(=O)c2cc3n(n2)C(C(F)(F)F)CC(c2ccc(Cl)cc2)N3)sc2c1CCCC2 (stereo not given)	-8.9	0.0	-4.6	-0.8
O=C(CN1CCN(S(=O)(=O)C2CC2)CC1)c1ccco1	26.2	-0.2	-0.8	1.8
Cc1c2c(cc3c4c(c(=O)oc13)CCC4)CN(Cc1ccco1)CO2	12.9	-0.1	-2.9	-0.1
COC(=O)c1ccc(CN2CCCC(CNC(=O)Cc3ccc(OC)cc3)C2)cc1 (stereo not given)	7.6	-0.1	3.9	-1.3
CCC(C)Sc1nc2c(c(=O)[nH]c(=O)n2C)n1CC (stereo not given)	9.4	0.3	-10.1	-1.0
CCCCn1c(CCCNC(=O)CC)nc2ccccc21	10.6	0.1	0.2	-0.3
O=C(Nc1ccc(Br)cc1)c1cc(S(=O)(=O)NCCC2=CCCCC2)ccc1F	15.0	-0.1	8.6	-0.6
